SENP8 block-1 – inhibitors of human SENP8 protease. purified SENP8, Z-RLRGG-aminoluciferin cleavage, luminescence. inhibition, % at 10 µM. Q96LD8. AID 2540. hit rate 1.2% among 330,000; in the data active = inhibition above about 50%
HKDC1 inh – HKDC1 (human) hexokinase inhibition | recombinant HKDC1, G6PDH/diaphorase resazurin coupled fluorescence | inhibition, % at 20 µM | hit rate 0.16% among 340,000;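 active = inhibition above about 35% when tested at 20 µM, limit read from the data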;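 note: plate controls were DMSO wells with enzyme for no effect and DMSO wells lacking enzyme for full effect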
Target sequence (Q2TB90 whole entry, looked up): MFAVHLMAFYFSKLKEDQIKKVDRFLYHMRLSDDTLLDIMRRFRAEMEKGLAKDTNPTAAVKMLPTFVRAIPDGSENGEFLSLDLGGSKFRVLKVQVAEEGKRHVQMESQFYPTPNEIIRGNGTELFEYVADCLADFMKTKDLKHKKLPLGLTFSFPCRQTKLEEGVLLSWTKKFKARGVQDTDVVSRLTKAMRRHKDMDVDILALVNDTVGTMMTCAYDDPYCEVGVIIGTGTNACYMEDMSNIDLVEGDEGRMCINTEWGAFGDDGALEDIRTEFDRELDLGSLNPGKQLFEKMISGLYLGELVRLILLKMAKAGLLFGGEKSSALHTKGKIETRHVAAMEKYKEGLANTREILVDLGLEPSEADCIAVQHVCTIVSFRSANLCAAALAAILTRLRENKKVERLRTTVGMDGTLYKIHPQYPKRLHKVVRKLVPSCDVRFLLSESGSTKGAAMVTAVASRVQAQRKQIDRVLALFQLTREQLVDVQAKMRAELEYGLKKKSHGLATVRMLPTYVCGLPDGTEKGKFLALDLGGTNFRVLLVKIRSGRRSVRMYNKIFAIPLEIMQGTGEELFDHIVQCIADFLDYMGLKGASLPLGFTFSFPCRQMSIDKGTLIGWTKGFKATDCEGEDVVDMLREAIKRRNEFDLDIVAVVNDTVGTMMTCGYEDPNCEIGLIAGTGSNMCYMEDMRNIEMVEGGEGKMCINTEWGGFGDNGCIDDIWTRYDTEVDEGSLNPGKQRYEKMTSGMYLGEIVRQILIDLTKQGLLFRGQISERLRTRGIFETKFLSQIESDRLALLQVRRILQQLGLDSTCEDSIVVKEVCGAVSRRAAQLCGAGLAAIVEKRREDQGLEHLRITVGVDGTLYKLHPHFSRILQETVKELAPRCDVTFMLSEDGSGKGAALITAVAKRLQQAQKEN
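Incubation: 90 min at room temperature in dark / Material: recombinant HKDC1 (HK5) hexokinase enzyme, produced in-house / Quantity: enzyme 5 µg/mL final / Compound: one dose of 20 µM, 1% DMSO / Reagent: glucose and ATP substrates / Buffer or medium: Tris pH 8.0 buffer with MgCl2, Tween-20, BSA, BME / Technique: resorufin fluorescence at 613 nm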
SENP7 block – SENP7 protease inhibition; inhibition, % at 5 µM; AID 434973; Q9BQF6; hit rate 1.5% among 330,000; recombinant SENP7, Z-RLRGG-aminoluciferin luminescence, 40 min;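 active = inhibition above about 50% at the single test dose, limit read from the data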;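 note: plate controls were DMSO with enzyme for no effect and no enzyme buffer wells for full effect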
SENP8 block-2 – blocks human SENP8 cleavage of Nedd8 substrate; AID 602440; inhibition, % at 20 µM; recombinant SENP8, Nedd8 substrate fluorescence; Q96LD8; hit rate 0.64% among 360,000; in the data active = inhibition mostly above about 40%, no sharp cut-off; inactive = mostly below about 27%
NALP3 yeast inh – NALP3 inhibition in yeast | hit rate 0.39% among 330,000 | inhibition, % at 10 µM | Yeast reconstituted NLRP3/ASC/caspase-1, beta-gal luminescence, 24 h;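 active = inhibition of 50% or more; inactive = inhibition below 50%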;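 note: plate controls were induced DMSO wells for no effect and uninduced yeast grown without galactose for full effect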
SENP1 inh – inhibitors of human SENP1 SUMO protease catalytic domain | recombinant SENP1 catalytic domain, CyPet-SUMO1-YPet FRET cleavage | hit rate 0.21% among 360,000 | inhibition, % at 10 µM | Q9P0U3;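 active = inhibition at least 30% at 10 µM, raw YFP signal under a set limit, fluorescence ratio 0.5 to 1.5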;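 note: 0% = enzyme with DMSO and 100% = no enzyme wells; some results filed as inactive read as strong as hits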
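material = recombinant human SENP1 catalytic domain, His6-tagged | quantity = 20 pM enzyme | reagent = 25 nM SUMO1 FRET substrate | compound dosing = 10 µM single point, 0.5% DMSO | timing = 50 min enzyme reaction, room temperature, light-protected | detection = FRET, CFP and YFP emission | control set = no-enzyme low, enzyme-DMSO high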
SENP6 block – blocks the human protease SENP6; inhibition, % at 10 µM; Q9GZR1; Recombinant SENP6 catalytic domain, aminoluciferin luminescence; hit rate 1.8% among 330,000; AID 2599;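 active = inhibition above about 50% at the single tested dose, limit read from the data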;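 note: plate controls were DMSO wells with enzyme for no effect and DMSO wells lacking enzyme for full effect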
PfGluPho inh – PfG6PD (Plasmodium falciparum) enzyme inhibition; PfGluPho enzyme, NADPH resazurin-diaphorase fluorescence; inhibition, % at 20 µM; hit rate 0.78% among 350,000; AID 504690;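 active = inhibition reaching at least a set limit at 20 µM in the primary screen, cut at about 59% in these data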;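 note: 0% = DMSO wells with substrate and 100% = DMSO wells lacking glucose-6-phosphate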
Apaf1 inhib – human Apaf-1 inhibition | inhibition, % at 20 µM | AID 489030 | O14727 | hit rate 0.71% among 330,000 | reconstituted apoptosome caspase-3 activity, DEVD-Rh110 fluorescence; active = inhibition of at least 40% at 20 µM;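 note: plate controls were DMSO wells for no effect and DEVD-CHO caspase inhibitor wells for full effect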
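Assay system: Apoptosome proteins | Medium: pH 7.5 Hepes buffer with CHAPS, BSA, DTT | Also added: Cytochrome c and DEVD-Rh110 substrate | Times: 30 min plus 50 min, RT | Detection: Rhodamine 110 fluorescence at Ex 480/Em 540 nm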
* marks the source's active call; other numbers are inactive results.

For CCOc1ccc(-c2nnc(-c3ccco3)o2)cc1OCC the results were SENP8 block-1 -1, HKDC1 inh -3, SENP7 block 2, SENP8 block-2 -281, NALP3 yeast inh 24, SENP1 inh -11, SENP6 block -1, PfGluPho inh -9 and Apaf1 inhib 11.
`OC(c1ccc(Cl)cc1)C(O)c1nc2ccccc2[nH]1` (stereo not given) gave SENP8 block-1 -1, HKDC1 inh -7, SENP7 block 1, SENP8 block-2 14, NALP3 yeast inh -11, SENP1 inh 0, SENP6 block -8, PfGluPho inh 0 and Apaf1 inhib -12.
O=C(CN1C(=O)NC2(CCCC2)C1=O)OCC(=O)c1cccc(Cl)c1 was read as SENP8 block-1 -3, HKDC1 inh 6, SENP7 block 3, SENP8 block-2 15, NALP3 yeast inh 17, SENP1 inh 0, SENP6 block 4, PfGluPho inh -3 and Apaf1 inhib 6.
`O=C(Nc1ccccc1C(=O)O)c1ccc(NC(=O)c2ccc(Br)o2)cc1` gave SENP8 block-1 -17, HKDC1 inh 1, SENP7 block 5, SENP8 block-2 0, NALP3 yeast inh 11, SENP1 inh 1, SENP6 block 12, PfGluPho inh 31 and Apaf1 inhib 12.
For CN(Cc1ccccc1)C(=O)CCCn1c(=O)[nH]c2cc(Cl)ccc2c1=O the results were SENP8 block-1 -6, HKDC1 inh 3, SENP7 block 1, SENP8 block-2 16, NALP3 yeast inh 7, SENP1 inh 3, SENP6 block -13, PfGluPho inh 3 and Apaf1 inhib 6.
`COc1ccc(C2c3cc(OC)c(OC)cc3CCN2C(=O)c2ccccc2)cc1OC` (stereo not given) gave SENP8 block-1 -1, HKDC1 inh 6, SENP7 block -3, SENP8 block-2 12, NALP3 yeast inh 12, SENP1 inh 1, SENP6 block 1, PfGluPho inh -10 and Apaf1 inhib -2.
Screening O=C(NN=C(c1ccccc1)c1ccccn1)c1ccccc1 returned SENP8 block-1 -9, HKDC1 inh -8, SENP7 block -4, SENP8 block-2 20, NALP3 yeast inh 35, SENP1 inh 0, SENP6 block -8, PfGluPho inh -12 and Apaf1 inhib 18.
`CCc1ccc(NC(=S)N(Cc2cccnc2)Cc2ccco2)cc1` gave SENP8 block-1 -3, HKDC1 inh 0, SENP7 block 9, SENP8 block-2 14, NALP3 yeast inh 13, SENP1 inh 0, SENP6 block -3, PfGluPho inh 0 and Apaf1 inhib 1.
`CCOC(=O)C1CCCN(S(=O)(=O)c2ccc(C)cc2)C1` (stereo not given) gave SENP8 block-1 7, HKDC1 inh -5, SENP7 block 1, SENP8 block-2 33, NALP3 yeast inh 24, SENP1 inh 1, SENP6 block -5, PfGluPho inh -2 and Apaf1 inhib -1.
CC1(C)CC(=O)C(C(C2=C(O)CC(C)(C)CC2=O)c2ccc(Cl)c([N+](=O)[O-])c2)C(=O)C1 (stereo not given) was read as SENP8 block-1 -6, HKDC1 inh -5, SENP7 block -4, SENP8 block-2 20, NALP3 yeast inh -8, SENP1 inh 1, SENP6 block 6, PfGluPho inh -4 and Apaf1 inhib 14.
Cn1c(=O)c2[nH]c(C3CC4CCC3C4)nc2n(C)c1=O (stereo not given) was read as HKDC1 inh -6, SENP8 block-2 3, SENP1 inh 1 and PfGluPho inh 16.
Screening COc1cc(OC)cc(-c2c(-c3cccs3)c3cc(-c4ccc5c(c4)OCO5)ccc3n2C)c1 returned SENP8 block-1 1, HKDC1 inh -2, SENP7 block 2, SENP8 block-2 inactive, NALP3 yeast inh 14, SENP1 inh -3, SENP6 block 8, PfGluPho inh 6 and Apaf1 inhib -2.

Looked up by compound from the list above, 3 records:
`CCOC(=O)C1CCCN(S(=O)(=O)c2ccc(C)cc2)C1` (stereo not given) gave SENP8 block-1 7, HKDC1 inh -5, SENP7 block 1, SENP8 block-2 33, NALP3 yeast inh 24, SENP1 inh 1, SENP6 block -5, PfGluPho inh -2 and Apaf1 inhib -1.
`OC(c1ccc(Cl)cc1)C(O)c1nc2ccccc2[nH]1` (stereo not given) gave SENP8 block-1 -1, HKDC1 inh -7, SENP7 block 1, SENP8 block-2 14, NALP3 yeast inh -11, SENP1 inh 0, SENP6 block -8, PfGluPho inh 0 and Apaf1 inhib -12.
Screening O=C(NN=C(c1ccccc1)c1ccccn1)c1ccccc1 returned SENP8 block-1 -9, HKDC1 inh -8, SENP7 block -4, SENP8 block-2 20, NALP3 yeast inh 35, SENP1 inh 0, SENP6 block -8, PfGluPho inh -12 and Apaf1 inhib 18.

Additional entries follow.
For O=[N+]([O-])c1ccc(CNc2cccc(F)c2)s1 the results were SENP8 block-1 -3, HKDC1 inh 4, SENP7 block 2, SENP8 block-2 23, NALP3 yeast inh 14, SENP1 inh 3, SENP6 block -12, PfGluPho inh 6 and Apaf1 inhib -8.
For COc1cccc(CNS(=O)(=O)c2ccc3c(c2)CCN3C(=O)C2CC2)c1 the results were SENP8 block-1 3, HKDC1 inh 12, SENP7 block 6, SENP8 block-2 -3, NALP3 yeast inh 8, SENP1 inh 0, SENP6 block -1, PfGluPho inh 8 and Apaf1 inhib 3.
Screening COc1ccc(CCNc2ccc(C(CC(N)=O)NC(=O)c3cc(OC)ccc3OC)cc2[N+](=O)[O-])cc1 (stereo not given) returned SENP8 block-1 -13, HKDC1 inh -2, SENP7 block -3, SENP8 block-2 -23, NALP3 yeast inh 18, SENP1 inh 2, SENP6 block -6, PfGluPho inh 4 and Apaf1 inhib 11.
For Nc1nnc(CC(=O)N/N=C/c2cccc(OCCOc3ccccc3)c2)s1 the results were SENP8 block-1 -9, HKDC1 inh -4, SENP7 block -8, SENP8 block-2 15, NALP3 yeast inh 11, SENP1 inh -1, SENP6 block -22, PfGluPho inh 9 and Apaf1 inhib 15.
`COc1ccc(OC)c(N/C=C2/CCCCC2=O)c1` gave SENP8 block-1 -11, HKDC1 inh -6, SENP7 block -9, SENP8 block-2 -58, NALP3 yeast inh 19, SENP1 inh -64, SENP6 block -2, PfGluPho inh 11 and Apaf1 inhib -5.
O=C(Cc1ccc(F)cc1)Nc1c(C(=O)N2CCN(c3ncccn3)CC2)oc2ccccc12 was read as SENP8 block-1 -6, HKDC1 inh -4, SENP7 block 2, SENP8 block-2 12, NALP3 yeast inh -9, SENP1 inh 0, SENP6 block 1, PfGluPho inh -35 and Apaf1 inhib 3.
For Cc1cc(C)n(-c2ccc(C(=O)OCC(=O)Nc3ccc(S(=O)(=O)N4CCCCC4)cc3)cc2)n1 the results were SENP8 block-1 -11, HKDC1 inh 4, SENP7 block -2, SENP8 block-2 48*, NALP3 yeast inh 1, SENP1 inh 1, SENP6 block -11, PfGluPho inh -1 and Apaf1 inhib 11.
`CC(=O)NCc1ccc(S(=O)(=O)N2CCN(c3ccccn3)CC2)cc1` gave SENP8 block-1 3, HKDC1 inh 5, SENP7 block 7, SENP8 block-2 2, NALP3 yeast inh 14, SENP1 inh 1, SENP6 block -3, PfGluPho inh -25 and Apaf1 inhib -5.
Screening Cc1occc1C(=O)NNC(=O)c1ccc(F)cc1 returned SENP8 block-1 5, HKDC1 inh -3, SENP7 block -1, SENP8 block-2 28, NALP3 yeast inh 12, SENP1 inh -1, SENP6 block -2, PfGluPho inh -7 and Apaf1 inhib -5.
`COC(=O)C(C)Sc1nnc(SC(C)C(=O)OC)s1` (stereo not given) gave SENP8 block-1 -13, HKDC1 inh -2, SENP7 block -11, SENP8 block-2 7, NALP3 yeast inh 8, SENP1 inh 2, SENP6 block -4, PfGluPho inh -9 and Apaf1 inhib 7.
For CCc1nnc(NC(=O)C(c2ccccc2)c2ccccc2)s1 the results were SENP8 block-1 0, HKDC1 inh -3, SENP7 block -8, SENP8 block-2 3, NALP3 yeast inh 27, SENP1 inh 1, SENP6 block -15, PfGluPho inh -3 and Apaf1 inhib 18.
`Cc1cccc(C(=O)NC2CCN(CC(=O)Nc3ccc4c(c3)OCO4)CC2)c1` gave SENP8 block-1 -7, HKDC1 inh -6, SENP7 block -4, SENP8 block-2 12, NALP3 yeast inh 21, SENP1 inh 2, SENP6 block -20, PfGluPho inh 1 and Apaf1 inhib 1.
Cc1ccc(S(=O)(=O)NCc2ccccc2)cc1C(=O)NCC(C)(C)N1CCOCC1 was read as SENP8 block-1 -7, HKDC1 inh -2, SENP7 block 3, SENP8 block-2 24, NALP3 yeast inh 19, SENP1 inh 1, SENP6 block -9, PfGluPho inh -9 and Apaf1 inhib 12.
Screening CCc1nn2c(N3CCOCC3)cc(C)nc2c1-c1ccc(F)cc1 returned SENP8 block-1 -3, HKDC1 inh 2, SENP7 block 6, SENP8 block-2 -257, NALP3 yeast inh 14, SENP1 inh -1, SENP6 block -10, PfGluPho inh -7 and Apaf1 inhib 12.
Screening CC(O)CNCCOc1ccccc1OCc1ccccc1 (stereo not given) returned SENP8 block-1 3, HKDC1 inh -2, SENP7 block 1, SENP8 block-2 15, NALP3 yeast inh 5, SENP1 inh 1, SENP6 block 2, PfGluPho inh -2 and Apaf1 inhib -8.
`S=C(NCCc1ccccn1)Nc1ccc(Cl)cc1Cl` gave SENP8 block-1 -5, HKDC1 inh -10, SENP7 block -2, SENP8 block-2 21, NALP3 yeast inh 21, SENP1 inh 1, SENP6 block 6, PfGluPho inh 6 and Apaf1 inhib 2.
CCOc1ccc(NC(=O)c2cn(-c3ccc(OCC)cc3)c(=O)c3cc(OC)c(OC)cc23)cc1 was read as SENP8 block-1 9, HKDC1 inh 5, SENP7 block 14, SENP8 block-2 19, NALP3 yeast inh 8, SENP1 inh -9, SENP6 block 7, PfGluPho inh 9 and Apaf1 inhib 14.
COc1nnc(-c2ccc(C)c(S(N)(=O)=O)c2)c2ccccc12 was read as SENP8 block-1 8, HKDC1 inh 2, SENP7 block 0, SENP8 block-2 11, NALP3 yeast inh 5, SENP1 inh 1, SENP6 block -21, PfGluPho inh 13 and Apaf1 inhib 3.
Screening O=C(N/C(=C\c1ccc(Br)cc1)c1nc2ccccc2[nH]1)c1ccco1 returned SENP8 block-1 -7, HKDC1 inh -7, SENP7 block -5, SENP8 block-2 inactive, NALP3 yeast inh 0, SENP1 inh 0, SENP6 block -17, PfGluPho inh 3 and Apaf1 inhib 0.
COc1cccc(NC(=O)CSc2nc3ccccc3c(=O)n2C)c1 was read as SENP8 block-1 -4, HKDC1 inh 0, SENP7 block 0, SENP8 block-2 10, NALP3 yeast inh 18, SENP1 inh 0, SENP6 block 4, PfGluPho inh -13 and Apaf1 inhib -12.
Screening C(=Cc1cccnc1)c1ccncc1 returned HKDC1 inh -7, SENP8 block-2 6, SENP1 inh 0 and PfGluPho inh 9.
CC(C)(C)C1CCc2[nH]c3ccccc3c(=O)c2C1 (stereo not given) was read as SENP8 block-1 -3, HKDC1 inh -3, SENP7 block 0, SENP8 block-2 -22, NALP3 yeast inh 72*, SENP1 inh -4, SENP6 block -1, PfGluPho inh 10 and Apaf1 inhib 24.
Screening O=C(NNC(=O)C1CCN(c2ncccn2)CC1)c1ccncc1 returned SENP8 block-1 -2, HKDC1 inh -5, SENP7 block -1, SENP8 block-2 -42, NALP3 yeast inh 5, SENP1 inh 2, SENP6 block -18, PfGluPho inh -28 and Apaf1 inhib -7.

Bioassay records: PubChem, Sanford-Burnham Center for Chemical Genomics
